TMEM16A act – mouse TMEM16A channel activation, primary screen | AID 623877 | B-score at 10 µM | Q8BHY3 | 340,000 compounds, 0.3% hits | HEK293 TMEM16A/YFP-H148Q/I152L, iodide quench fluorescence; active compounds read low;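 active means fluorescence-ratio B-score plate-corrected deviation score at least 3 library SD below zero, with starting fluorescence score within 5 deviations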;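 further: channel opened by trigger with iodide after compound preincubation; score built on the fluorescence ratio of max minus min over baseline; more negative score means more quench and so TMEM16A activation or potentiation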
ANO1 block – mouse TMEM16A channel inhibition, primary screen; Q8BHY3; normalized B-score (activity score, 25-100; higher = stronger inhibition) at 10 µM; 310,000 compounds, 1.2% hits; HEK293 TMEM16A/YFP iodide influx fluorescence, ionomycin;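 active means ratio plate-corrected score three or more library SD toward inhibition, starting fluorescence score within five deviations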;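 further: score derived from kinetic fluorescence span divided by baseline fluorescence per well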
SKKanGAS inh – SKKanGAS growth inhibition. S. pyogenes SKKanGAS, kanamycin growth, BacTiter-Glo, 6 h. inhibition, % at 7.5 µM. 300,000 compounds, 1.3% hits. AID 1662;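 active means mean replicate score, as percent of positive control median, at least 50; inconclusive means mean below 50 but one replicate at or above 50; inactive means mean and every replicate below 50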;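 further: strain carries kanamycin resistance gene driven by streptokinase promoter and grows in 40 µg/ml kanamycin; loss of luminescence reflects streptokinase promoter inhibition or plain growth inhibition; 0% = median of DMSO wells and 100% = positive control at its reference dose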
TRPC6 inh – inhibitors of mouse TRPC6 channel; Q61143; HEK293-TRPC6, membrane potential dye, ACh-evoked depolarization; active compounds read low; B-score at 10 µM; 310,000 compounds, 1.1% hits; AID 2553;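 active means B-score under library mean minus 3 SD, initial fluorescence not abnormally high, positive integrated signal ratio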;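 further: B-score derived from integrated fluorescence ratio over the kinetic read; more negative B-score means stronger inhibition of depolarization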
MrgX1 antag – antagonists of human MrgX1 receptor; MRGX1-HEK293 calcium flux, Fluo-4, BAM8-22 antagonism; active compounds read low; B-score at 10 µM; 310,000 compounds, 1.3% hits;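 active means calcium-response B-score plate-corrected more than 3 library SD below zero, starting fluorescence within 5 deviations, no agonist response on first addition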;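 further: peak minus trough fluorescence over baseline after final BAM8-22 challenge near maximal dose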
Target sequence (Q96LB2 whole entry, looked up): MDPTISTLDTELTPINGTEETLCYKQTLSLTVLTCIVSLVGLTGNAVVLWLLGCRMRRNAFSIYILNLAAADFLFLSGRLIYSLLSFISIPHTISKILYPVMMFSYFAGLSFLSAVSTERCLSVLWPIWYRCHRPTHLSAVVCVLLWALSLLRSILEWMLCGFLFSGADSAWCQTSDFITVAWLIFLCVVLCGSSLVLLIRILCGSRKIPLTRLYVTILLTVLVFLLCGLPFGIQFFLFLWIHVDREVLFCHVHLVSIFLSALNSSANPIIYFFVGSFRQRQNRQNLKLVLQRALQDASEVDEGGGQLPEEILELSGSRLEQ
HDAC3 inhib – inhibitors of human histone deacetylase 3; 320,000 compounds, 0.15% hits; recombinant HDAC3, fluorogenic peptide/trypsin coupled, fluorescence; inhibition, % at 8.3 µM; O15379; in the data active means inhibition above about 26%, passing the limit was not always enough; inconclusive means no clear call, values can overlap the other calls
Target sequence (O15379 whole entry, looked up): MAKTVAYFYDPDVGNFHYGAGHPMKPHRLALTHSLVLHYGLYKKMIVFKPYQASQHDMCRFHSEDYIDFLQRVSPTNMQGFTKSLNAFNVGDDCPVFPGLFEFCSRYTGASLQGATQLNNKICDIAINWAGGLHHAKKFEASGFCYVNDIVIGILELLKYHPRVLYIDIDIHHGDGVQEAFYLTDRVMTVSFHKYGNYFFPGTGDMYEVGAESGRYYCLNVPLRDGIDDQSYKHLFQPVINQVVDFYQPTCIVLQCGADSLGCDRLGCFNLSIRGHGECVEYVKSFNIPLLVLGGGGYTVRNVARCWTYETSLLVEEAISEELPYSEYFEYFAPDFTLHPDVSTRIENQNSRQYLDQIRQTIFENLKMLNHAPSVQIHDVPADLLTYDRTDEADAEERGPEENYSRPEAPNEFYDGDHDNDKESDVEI
RGS4 act – RGS4 potentiation or activation; HEK293 M3R/inducible RGS4, carbachol calcium flux Fluo4; active compounds read low; B-score at 10 µM; 310,000 compounds, 0.92% hits; AID 463111;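 active means B-score of the integrated calcium signal more than 4 SD below the library mean, with starting fluorescence not abnormally high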;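 further: negative B-score means reduced calcium response which marks RGS4 activation or potentiation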
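Also added: carbachol at ECmax as muscarinic agonist stimulus; Assay system: HEK293 cells with stable M3R and inducible RGS4; Timing: overnight RGS4 induction, 30 min dye load 37 °C, 20 min compound RT; Measured by: Fluo4-AM (2 µM) calcium-flux fluorescence, kinetic read.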
RGS4 block – human RGS4 inhibition | 310,000 compounds, 0.45% hits | HEK293 M3R/RGS4 inducible, Fluo-4 calcium flux; active compounds read high; triggered by carbachol at its EC20 | B-score at 10 µM;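 active means B-score, a plate-corrected calcium signal, over three deviations above library mean, with baseline fluorescence within five deviations of library mean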;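 further: RGS4 expression induced by doxycycline in cells with stable M3 receptor; B-score is computed from the integrated fluorescence ratio over baseline after carbachol; higher B-score means a larger calcium signal and so more RGS4 inhibition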
Target sequence (P49798 whole entry, looked up): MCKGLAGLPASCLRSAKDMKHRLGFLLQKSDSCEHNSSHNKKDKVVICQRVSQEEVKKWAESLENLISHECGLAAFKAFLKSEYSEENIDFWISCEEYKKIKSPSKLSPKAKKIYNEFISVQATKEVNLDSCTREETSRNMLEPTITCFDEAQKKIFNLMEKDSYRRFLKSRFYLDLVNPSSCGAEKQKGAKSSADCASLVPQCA
MrgX1 PAM – allosterically activates human MrgX1 receptor signaling. 310,000 compounds, 0.63% hits. MrgX1-HEK293, Fluo-4 calcium flux, FDSS; active compounds read high. B-score at 10 µM. AID 588675. Q96LB2;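 active means plate-corrected calcium response at least 3 library SD above typical, normal starting fluorescence, not activating the receptor alone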;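 further: compound read alongside a low EC10 to EC30 dose of BAM8-22 agonist; peak minus trough fluorescence over baseline measured at the second addition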
MrgX1 agonist – human MrgX1 receptor agonism, primary screen; MrgX1-HEK293 cells, Fluo-4 calcium fluorescence, agonist mode; active compounds read high; AID 588627; B-score at 10 µM; 310,000 compounds, 0.44% hits; Q96LB2;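 active means calcium response B-score plate-corrected fluorescence ratio at least 3 library SD, with starting fluorescence B-score inside 5 SD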
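Material – MrgX1-expressing HEK293 cells · Input – 15,000 cells seeded per well · Dosing – compound as first of three additions · Times – overnight seeding, then 1 h dark dye loading · Measured by – kinetic Fluo-4 NW fluorescence of intracellular calcium · Read-out – B-scored fluorescence response ratio · Benchmarks – positive and negative control wells on each plate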
TRPC6 activator – activates the mouse TRPC6 cation channel. HEK293-TRPC6 membrane potential dye fluorescence; active compounds read high. B-score at 10 µM. 310,000 compounds, 0.13% hits. AID 2550;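 active means B-score of the integrated fluorescence ratio above library mean plus 3 SD, and starting fluorescence ratio within library mean plus 5 SD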;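 further: higher score means more depolarization so channel activation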
Numbers without * were called inactive; i = inactive; ? = inconclusive; / = no result given.

Compound | ANO1 block | MrgX1 antag | MrgX1 agonist | SKKanGAS inh | TRPC6 inh | TRPC6 activator | RGS4 act | HDAC3 inhib | RGS4 block | MrgX1 PAM | TMEM16A act
CC(C)n1cnnc1SCC(=O)NC(=O)c1ccccc1 | i | i | i | -15 | i | i | i | ? | i | i | i
COc1ccc(S(=O)(=O)N2CCN(CC(O)COc3ccc(C#N)cc3)CC2)cc1OC (stereo unspecified) | i | i | i | 1 | i | i | i | 0 | i | i | i
Cc1ccc(NC(=O)COC(=O)C2CC(=O)N(Cc3ccccc3)C2)cc1F (stereo unspecified) | i | i | i | -2 | i | i | i | 0 | i | i | i
Cc1cccc(-n2ncc3c(NCc4cccnc4)ncnc32)c1 | i | i | i | -8 | i | i | i | -13 | i | i | i
COc1ccc(-c2csc(N3C(=O)C4C5c6ccccc6C(c6ccccc65)C4C3=O)n2)cc1 (stereo unspecified) | i | i | i | -1 | i | i | i | 0 | i | i | i
Cc1ccc(C(=O)c2sc(Nc3ccccc3)c(C#N)c2N)cc1 | i | i | i | -9 | i | i | i | -1 | i | i | i
NC1=NC[C@H](Cc2ccc(O)cc2)N1CCc1cc(C(F)(F)F)cc(C(F)(F)F)c1 | i | i | i | 5 | i | i | i | -5 | i | i | i
CCCCCCN1CC(=O)N2Cc3[nH]c4ccccc4c3C[C@H]2C1=O | i | i | i | -5 | i | i | i | -9 | i | i | i
COc1ccc(CNC(=O)C2CCN(c3nc(-c4ccccc4)nc4c3CCC4)CC2)cc1 | i | i | i | 9 | i | i | i | 1 | i | i | i
Cc1ccccc1NC(=O)c1cccc(NC(=O)c2c(C(=O)O)cccc2[N+](=O)[O-])c1 | i | i | i | -6 | i | i | i | -1 | i | i | i
Cc1ccc(C(=O)NCCCN2CCOCC2)cc1 | i | i | i | -2 | i | i | i | -3 | i | i | i
COc1ccc(-n2c(SCc3ccc([N+](=O)[O-])cc3)nnc2-c2ccc(C)cc2)cc1 | i | i | i | -2 | i | i | i | 10 | i | i | i
N#CC1=C(N)OC2=C(C(=O)CC(c3ccccc3)C2)C1c1ccoc1 (stereo unspecified) | i | i | i | 4 | i | i | i | -3 | i | i | i
C=CCn1c(-c2cc(OC)cc(OC)c2)n[nH]c1=S | i | i | i | 8 | i | i | i | -1 | i | i | i
CCC(C)N1CCCC1C(=O)Nc1c(C)cc(C)cc1C (stereo unspecified) | i | i | i | 0 | i | i | i | -3 | i | i | i
CN(/C(=N/S(=O)(=O)c1ccccc1)c1ccccc1)S(=O)(=O)c1ccccc1 | i | i | i | -2 | -6.5* | i | i | -1 | i | i | i
Cc1ccc(-c2noc(CSc3nnc(Cc4ccccc4)n3-c3ccc(Cl)cc3)n2)cc1 | i | i | i | ? | i | i | i | 0 | i | i | i
CC1=CC(C)(C)NC(=S)N1c1ccccc1C | i | i | i | -7 | i | i | i | 3 | i | i | i
CCCCn1c(N)c(N(CCOC)C(=O)COC(=O)CCOc2ccccc2C)c(=O)[nH]c1=O | i | i | i | -10 | i | i | i | -2 | i | i | i
C=CCn1c(COc2ccc(Cl)cc2)nnc1SCC(=O)Nc1ccc(S(N)(=O)=O)cc1 | i | i | i | 2 | i | i | i | -2 | i | i | i
CCCCC(NC(=O)Cc1c(C)c2cc3c4c(oc3c(C)c2oc1=O)CCCC4)C(=O)O (stereo unspecified) | i | i | i | 18 | i | i | i | -5 | i | i | i
CCCCOC(=O)c1ccc(NC(C)=O)cc1 | i | i | i | -2 | i | i | i | 2 | i | i | i
O=C(Nc1ccccc1)c1ccc(COc2ccccc2)cc1 | i | i | i | 2 | i | i | i | -11 | i | i | i
COC(=O)c1nc(-c2ccc(C)cc2)oc1N(C)C | i | i | i | -1 | i | i | i | -71 | i | i | i
COc1cc(/C=C/C(=O)c2ccc([N+](=O)[O-])o2)ccc1O | i | i | i | 72* | i | i | i | -12 | 8.7* | i | i
N#Cc1c(SCC(=O)Nc2ccccc2C(F)(F)F)sc2c(O)cc(=O)[nH]c12 | i | i | i | 27 | i | i | i | 9 | i | i | i
COC(=O)c1ccc(NC(=S)NC2CC(C)(C)NC(C)(C)C2)cc1 | i | i | i | -12 | i | i | i | 1 | i | i | i
Cc1ccc(-n2ncc3c2CC(C)(C)CC3NC(=O)CCN2CCCCC2=O)cc1 (stereo unspecified) | i | i | i | -2 | i | i | i | 6 | i | i | i
Cc1cccc(NC(=O)c2ccc(CN3CCc4ccccc4C3)cc2)c1C | i | i | i | 0 | i | i | i | 0 | i | i | i
COc1ccc(C2C(C(=O)Nc3ccc(F)cc3)=C(C)Nc3nc(CCCO)nn32)cc1 (stereo unspecified) | i | i | i | 3 | i | i | i | 2 | i | i | i
COc1ccc(/C=N/NC(=O)c2nc(Cl)c(Cl)c(N)c2Cl)cc1COc1ccc(F)cc1F | i | i | i | -1 | i | i | i | -50 | i | i | i
Nc1ccc(-c2nc3ccc(C(=O)O)cc3s2)cc1 | i | i | i | 26 | i | i | i | i | i | i | i
COc1ccc(NC(=O)CN(Cc2ccccc2)S(C)(=O)=O)cc1 | i | i | i | -4 | i | i | i | 4 | i | i | i
Cc1ccc(S(=O)(=O)CCC(=O)NCc2ccccc2)cc1 | i | i | i | 1 | i | i | i | -3 | i | i | i
CC(=O)N1c2ccc(S(=O)(=O)NCC3CCC(C(=O)NCc4ccc(C)cc4)CC3)cc2CC1C (stereo unspecified) | i | i | i | -1 | i | i | i | -1 | i | i | i
COc1ccc(NC(=O)N2CCN(S(C)(=O)=O)CC2)c(OC)c1 | i | i | i | 2 | i | i | i | 2 | i | i | i
CCOC(=O)C1CCN(C(=O)c2oc3ccc(S(=O)(=O)N4CC(C)CC(C)C4)cc3c2C)CC1 (stereo unspecified) | i | i | i | 4 | i | i | i | 1 | i | i | i
CC(=O)OCC(COC(C)=O)OC(C)=O | i | i | i | / | / | / | / | 0 | / | i | i
c1ccc(COc2ccc(OCCN3CCCCC3)cc2)cc1 | i | i | i | -9 | i | i | i | -6 | i | i | i
Cc1cc(SCc2cc(=O)n3ccsc3n2)nc2ccccc12 | i | i | i | 4 | i | i | i | -6 | i | i | i
Cc1c([N+](=O)[O-])cc(C(=O)Nc2ccc3ncccc3c2)cc1[N+](=O)[O-] | i | i | i | 5 | i | i | i | -7 | i | i | i
Cc1ccc(N2CC(C(=O)Nc3cc(Cl)ccc3-n3cncn3)CC2=O)cc1 (stereo unspecified) | i | i | i | -2 | i | i | i | 5 | i | i | i
O=[N+]([O-])c1ccc2nc(-c3ccc(OC(F)F)cc3)cn2c1 | i | i | i | -2 | i | i | i | 3 | i | i | i
Cc1cnc(NC(=O)CSc2nnc(C)s2)s1 | i | i | i | -4 | i | i | i | 7 | i | i | i
CC(=O)c1cccc(-c2ccc3c(=O)[nH]c(Nc4ccccc4)cc3c2)c1 | i | i | i | 34 | i | i | i | -4 | i | i | i
Cc1ccc(C(=O)COc2ccc3c(C)cc(=O)oc3c2)cc1 | i | i | i | 7 | i | i | i | 3 | i | i | i
Fc1ccc(C2CCCN2Cc2nc(Cc3ccccc3F)no2)cc1 (stereo unspecified) | i | i | i | 13 | i | i | i | 2 | i | i | i
CCOC(=O)NC(=O)COC(=O)Cc1cc(OC)c(OC)c(OC)c1 | i | i | i | 6 | i | i | i | 3 | i | i | i
O=C(Nc1nc2ccccc2[nH]1)c1cccc(F)c1 | i | i | i | 21 | i | i | i | 4 | i | i | i
Cc1ccc(CN2CC(C(=O)N3CCN(c4ccccc4O)CC3)CC2=O)cc1 (stereo unspecified) | i | i | i | -2 | i | i | i | -3 | i | i | i
COc1ccc(-n2nc([N+](=O)[O-])c(=NCCCN3CCCC3=O)n2O)cc1 | i | i | i | 3 | i | i | i | -2 | i | i | i
COCc1cc(C)nc(OCC(=O)N/N=C/c2ccc(O)cc2O)c1C#N | i | i | i | 3 | i | i | i | 7 | i | i | i
N/C(=N\c1nc(CSc2ccccn2)cc(=O)[nH]1)Nc1ccc(Cl)cc1Cl | i | i | i | -3 | i | i | i | 10 | i | i | i
CCOC(=O)C1CCN(C(=O)c2ccc3nc(-c4ccc(OC)cc4)c(-c4ccc(OC)cc4)nc3c2)CC1 | i | i | i | 37 | i | i | i | -20 | i | i | i
COc1ccc(NS(=O)(=O)c2cc(NC(=O)CCNC(C)=O)ccc2N2CCOCC2)cc1 | i | i | i | -7 | i | i | i | 4 | i | i | i
Cc1cc(Cl)nc(SCC(=O)c2ccccc2)n1 | i | i | i | 0 | i | i | i | -2 | i | i | i
Cc1nnc(N2CCC(C(=O)N3CCCCCC3)CC2)c2nn(-c3ccc(Cl)cc3)c(C)c12 | i | i | i | -7 | i | i | i | 0 | i | i | i
CCOc1cccc(C2CC(=O)Nc3cc(OC)c(OC)cc32)c1 (stereo unspecified) | i | i | i | 2 | i | i | i | -2 | i | i | i
COc1ccc(C2=CC(c3c(C)nn(-c4ccccc4)c3Cl)n3nnnc3N2)cc1OC (stereo unspecified) | i | i | i | / | / | / | / | 5 | / | 7* | i
Cc1cc(C)cc(N(C(=O)CNC(=O)c2ccco2)C(C(=O)NC2CCCC2)c2cccnc2)c1 (stereo unspecified) | i | i | i | -1 | i | i | i | 5 | i | i | i

Additional entries:
Compound | ANO1 block | MrgX1 antag | MrgX1 agonist | SKKanGAS inh | TRPC6 inh | TRPC6 activator | RGS4 act | HDAC3 inhib | RGS4 block | MrgX1 PAM | TMEM16A act
COc1c(/C=N/NC(=O)c2ccccc2O)c(CCN(C)C(C)=O)cc2c1OCO2 | i | i | i | -11 | i | i | i | 5 | i | i | i
O=C(NCCc1csc(-c2ccc(C(F)(F)F)cc2)n1)c1cccs1 | i | i | i | -2 | i | i | i | 10 | i | i | i
CCCCn1c(=O)c(C(=O)c2ccccc2)nc2ccccc21 | i | i | i | -10 | i | i | i | -4 | i | i | i
C=CCn1c(=O)c2ccccc2n2nnc(C(=O)OCC)c12 | i | i | i | 9 | i | i | i | 9 | i | i | i
COc1ccc(-c2[nH]ncc2-c2csc(C)n2)c(O)c1 | i | i | i | 2 | i | i | i | / | i | i | i
